Compound activity as filed in PubChem.
CXXC DNA block – blocks binding of human MLL CXXC domain to DNA | MLL-CXXC / FITC-HOXA9 DNA fluorescence polarization | Potency, µM (highest dose often 115 µM), without a hit: top-dose activity change, negative = inhibition, most hits filed as inhibitors | 290,000 tested, 0.037% active | AID 2662; active = well fitted inhibition curve with a large enough effect in the polarisation, with a control signal flat, not every such curve was filed as active; inconclusive = small, poorly fitted or top-dose-only effect, or effect the other way, or a change in a side signal; inactive = no such curve, though single readings can be large or run the other way; the % refers to the polarisation; also: potency is read from the fitted curve at half-maximal effect
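Purified MLL-CXXC (added from a 7 uM solution) was preincubated 5 min at ambient with pinned compounds in 50 mM Tris-HCl pH 7.5, 50 mM NaCl, 1 mM DTT, 0.05% BSA. Fluorescein-labeled HOX-A9 DNA (50 nM solution) followed, 30 min, then polarization read.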
PTAP TSG101 blk – blocks PTAP/TSG101 interaction to inhibit HIV-1 budding | AID 493005 | Q99816 | 340,000 tested, under 10 active | Fluorescence polarization, FITC-PTAP peptide / Tsg101 binding | Potency, µM (titrated, usually from 115 µM), for inactives: at the highest dose activity change, negative = inhibition, most hits filed as inhibitors; active = well fitted inhibition curve with a large enough effect in the main read-out, with a control signal flat, not every such curve was filed as active; inconclusive = small, poorly fitted or top-dose-only effect, or effect the other way, or a change in a side signal; inactive = no such curve, though single readings can be large or run the other way; also: potency is read from the fitted curve at half-maximal effect; % of control where 0% means no effect
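Compounds were pin-transferred onto Tsg101 binding domain (10 uM final) in HEPES pH 7.5 buffer, then FITC-PTAP peptide was added at 50 nM final. After 20 min at RT, polarization reported peptide displacement across a qHTS concentration series.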
MBNL1-CUG inh – blocks human MBNL1 binding to CUG repeat RNA; AID 2675; 280,000 tested, 0.036% active; Potency, µM (top dose mostly 57.5 µM), without a hit: at the highest dose activity change, negative = inhibition, usual class: inhibitors; TR-FRET MBNL1-His/biotin-(CUG)12 binding, 665/545 ratio; Q9NR56; active = well fitted inhibition curve with a large enough effect in the signal ratio, with a control signal flat, not every such curve was filed as active; inconclusive = small, poorly fitted or top-dose-only effect, or effect the other way, or a change in a side signal; inactive = no such curve, though single readings can be large or run the other way; the % refers to the signal ratio; also: potency is read from the fitted curve at half-maximal effect; % is scaled to controls: 0 for no effect and ±100 for the full control effect
Target sequence (Q9NR56 whole entry, looked up): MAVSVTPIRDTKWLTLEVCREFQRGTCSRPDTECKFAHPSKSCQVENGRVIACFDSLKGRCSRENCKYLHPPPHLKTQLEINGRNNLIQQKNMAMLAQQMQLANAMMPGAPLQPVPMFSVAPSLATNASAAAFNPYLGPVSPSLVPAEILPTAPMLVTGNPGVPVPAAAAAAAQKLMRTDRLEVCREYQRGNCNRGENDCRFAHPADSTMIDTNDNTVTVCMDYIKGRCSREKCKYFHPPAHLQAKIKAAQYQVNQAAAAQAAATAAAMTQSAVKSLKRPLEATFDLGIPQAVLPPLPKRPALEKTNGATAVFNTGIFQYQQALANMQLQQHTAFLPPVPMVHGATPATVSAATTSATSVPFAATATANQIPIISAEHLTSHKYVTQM
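Ratiometric TR-FRET (665 over 545 nm, excitation 340 nm) tracks disruption of MBNL1-His/biotin-(CUG)12 complex after 60 min at room temperature, with compounds at 92 nM to 58 uM final.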
TSHR antagonist – antagonists of human thyroid stimulating hormone receptor. P16473. TSHR-expressing cells, TSH-stimulated cAMP HTRF, 2 h; stronger effect = lower value. activity change, negative = inhibition, % at 11.5 µM. 330,000 tested, 0.2% active. AID 504810;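 active = activity change below a set negative limit, meaning inhibition stronger than a set level, cut at about -70% in these data; inconclusive = activity change between two set negative limits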; also: % is scaled to controls: 0 for no effect and ±100 for the full control effect
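Read-out is FRET at 665 nm (cryptate excitation 337 nm) from a cryptate-tagged anti-cAMP antibody, competed by cell cAMP against cAMP-d2. Compounds are tested on freshly harvested TSHR cells challenged with 4nM TSH (EC80) for 2 hours at 37 deg C.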
Integrin act MD – integrin-mediated muscular dystrophy alleviation activation | AID 624291 | 350,000 tested, 0.064% active | alpha7betagal myoblasts, beta-gal FDG fluorescence, 48 h | Potency, µM (doses to about 38.3 µM), inactives show top-dose activation, most hits filed as activators;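 also: potency is read from the fitted curve at half-maximal effect; 100% = response of the positive control SU9516; nearly all actives have a fitted effect of over 60% in size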
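Alpha7betagal+/- myoblasts (passage 13) were plated 16-24 hr, then exposed to compounds (1:260 dilution of DMSO stock) for 48 hours at 37C. After MPER lysis, β-galactosidase reporter activity was read as FDG fluorescence (ex 480/em 540) after 30 minutes.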
S-ASM inh – human S-ASM enzyme inhibition | placental ASM, HMU-PC fluorogenic substrate, 60 min | Potency, µM (series often up to 57.5 µM), for the others: at the top dose activity change, negative = inhibition, most hits filed as inhibitors | 340,000 tested, 0.006% active | AID 504937 | P17405; also: potency is read from the fitted curve at half-maximal effect
Target sequence (P17405 47-631 limits assumed): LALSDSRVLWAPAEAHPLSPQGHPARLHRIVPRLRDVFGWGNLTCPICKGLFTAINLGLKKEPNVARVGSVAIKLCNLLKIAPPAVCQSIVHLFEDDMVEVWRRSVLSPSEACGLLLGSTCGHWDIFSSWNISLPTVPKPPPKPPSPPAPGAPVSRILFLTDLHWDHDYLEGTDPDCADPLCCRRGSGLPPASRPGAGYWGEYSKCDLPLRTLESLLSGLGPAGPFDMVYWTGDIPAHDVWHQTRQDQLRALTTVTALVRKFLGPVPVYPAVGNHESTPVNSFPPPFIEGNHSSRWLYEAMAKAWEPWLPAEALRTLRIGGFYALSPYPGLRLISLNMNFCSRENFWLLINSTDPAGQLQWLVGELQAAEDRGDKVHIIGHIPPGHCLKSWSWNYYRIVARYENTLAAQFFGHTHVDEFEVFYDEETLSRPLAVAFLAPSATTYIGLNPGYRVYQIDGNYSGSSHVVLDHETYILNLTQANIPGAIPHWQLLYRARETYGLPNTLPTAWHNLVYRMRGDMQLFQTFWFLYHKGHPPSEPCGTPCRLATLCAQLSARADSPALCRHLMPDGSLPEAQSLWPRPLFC
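Fluorogenic HMU-PC substrate (9 uM final) is turned over by placental ASM in 60 min at 37 C after a 10 min compound preincubation. Reaction ended by alkaline stop (pH 10), with fluorescence read at 386/447 nm.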
AT treatment – candidate therapy for ataxia-telangiectasia | […] A-T fibroblasts, KAP-1 phosphorylation AlphaLISA; neocarzinostatin DNA damage 30 min before lysis | 320,000 tested, 0.19% active | Potency, µM (titrated, usually from 57.5 µM), for inactives: at the highest dose activation, most hits filed as activators; also: potency is read from the fitted curve at half-maximal effect; % of control where 0% means no effect; nearly all actives have a fitted effect of over 45% in size
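ATM-like activity read as KAP-1 phosphorylation via AlphaLISA donor/acceptor antibody pairs after lysis and 6 hr at 25C. Cells were ATM-null patient fibroblasts ([…], hTERT), dosed 60 min, then exposed to the DSB inducer NCS for 30 min.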
Mito fusion act – mitochondrial division inhibition or fusion activation; S. cerevisiae fusion-defective mutant growth rescue, CellTiterGlo 48 h; Potency, µM (titrated, usually from 46.1 µM), without a hit: top-dose growth rescue (activation), most hits filed as activators; 320,000 tested, 0.23% active; AID 485298;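 also: potency is read from the fitted curve at half-maximal effect; % of control where 0% means no effect; nearly all actives have a fitted effect of over 45% in size; temperature-sensitive fusion mutants such as fzo1-1 at 37 °C on non-fermentable ethanol glycerol medium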
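Temperature-sensitive fusion-defective S. cerevisiae (e.g. fzo1-1, mgm1-5) were grown with compound in YPEG medium (3% ethanol, 3% glycerol) for 48 hours at 37C. Growth rescue was measured as viability by CellTiterGlo luminescence after 10 minutes at ambient.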
TCR act – activates T cell receptor signaling | primary human leukocytes, anti-CD3, IL-2 HTRF, 48 h | 330,000 tested, under 10 active | AID 504894 | Potency, µM (titrated, usually from 9.22 µM), inactives show at the top dose activation of IL-2 secretion, hits mostly activators; also: % of control where 0% means no effect
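Compounds are tested in HTS on primary human leukocytes co-incubated with a-CD3 beads for 48 hr. IL-2 output is measured by time-resolved FRET.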
Menin MLL FP TR – displaces Texas Red mutant MLL peptide from human menin; O00255; Menin + Texas Red MLL mutant peptide, fluorescence polarization; Potency, µM (top dose mostly 61.6 µM), for inactives: at the top dose FP activity change, negative = inhibition, usual class: inhibitors; 270,000 tested, 0.23% active; AID 1768; active = well fitted inhibition curve with a large enough effect in the polarisation, with a control signal flat, not every such curve was filed as active; inconclusive = small, poorly fitted or top-dose-only effect, or effect the other way, or a change in a side signal; inactive = no such curve, though single readings can be large or run the other way; the % refers to the polarisation; also: potency is read from the fitted curve at half-maximal effect; % of control where 0% means no effect; many of its hits are not listed in these tables
The depositor's hits bear a star; ? = inconclusive; · = no result given; [ ] = dose if it differs, or a comment. Unless noted, calls follow the shape of the dose curve; as a rule, active = well fitted curve in the direction sought with a large enough effect; inconclusive = small, poorly fitted or top-dose-only effect, or another doubt; inactive = no such curve, though single readings can be large; an effect the other way counts as inactive or inconclusive. Not all compounds are listed; the hit share may differ from the screen's.

SMILES	CXXC DNA block	PTAP TSG101 blk	MBNL1-CUG inh	TSHR antagonist	Integrin act MD	S-ASM inh	AT treatment	Mito fusion act	TCR act	Menin MLL FP TR
CCN(CC(=O)Nc1ccc(NC(C)=O)cc1)C(=O)/C=C/c1c(C)nn(-c2ccc(F)cc2)c1Cl	·	0%	·	-5	-18%	-6%	7%	8%	-1%	·
COCCNC(=O)Cn1nc(C)c([N+](=O)[O-])c1C	3%	0%	-3%	4	-369%[inhibitor]	-1%	5%	0%	10%	9%
COc1ccc(C)cc1S(=O)(=O)N(C)CC(=O)N1CCN(C)CC1	4%	-4%	-3%	5	20%	5%	2%	2%	8%	18%
Cc1cc(C)c2[nH]c(C(=O)Nc3ccc(F)cc3Br)cc2c1	10%	-2%	419%[activator]	-6	8%	-1%	15%	8%	1%	?
N#Cc1ccc(OCC(=O)N2CCN(C(=O)c3ccco3)CC2)cc1	·	-4%	·	16	-21%	1%	-4%	0%	0%	·
CC(C)(C)c1ccc(C(=O)N/N=C/c2cccc(Cl)c2)cc1	41%[activator]	-12%	-3%	-13	-28%	-4%	1%	-3%	0%	-7%
CC1CCCCC1NC(=O)CC1Oc2ccccc2NC1=O (centres undefined)	6%	0%	0%	12	-1%	0%	5%	-6%	4%	5%
CC(=O)c1sc2nc(CSc3nncn3C)[nH]c(=O)c2c1C	23%	-4%	·	-3	-8%	64%[activator]	-4%	-3%	9%	-11%
O=C1C2CCCN2C(c2ccc(F)c(F)c2)N1c1cccc(Cl)c1 (centres undefined)	-4%	-1%	-5%	15	16%	-1%	-12%	-3%	-1%	-3%[11.7 µM]
CCc1ccc(C(=O)NNC(=O)c2ccc(OCC(=O)N3CCOCC3)c(OC)c2)cc1	·	-2%	·	5	-11%	5%	-4%	-3%	0%	·
COCCNC(=O)c1cc(-c2cccnc2)nc2ccc(Br)cc12	9%	-4%	43%[activator]	16	4%	0%	·	1%	-7%	3%
Cc1ccc(SCC(=O)NNC(=O)c2ccccc2)cc1C	2%	-4%	0%	16	-1%	-4%	-1%	-4%	2%	4%
CS(=O)(=O)N1CCN(c2ccnc3cc(Cl)ccc23)CC1	1%	-1%	3%	-4	?	1%	1%	1%	9%	-6%
CCCOC(=O)CCCCCCCCC(O)CN1CCCCC1 (centres undefined)	0%	-1%	·	33	-5%	2%	12%	4%	1%	-3%
COc1ccc(C2C(C#N)=C(N)Oc3n[nH]c(C)c32)cc1CN1CCN(c2ccc(F)cc2)CC1 (centres undefined)	-13%	-4%	-7%	-9	-4%[7.66 µM]	-1%	10%	4%	1%	-18%
CN(C)CCCN(C(=O)c1ccco1)c1nc2c(F)cc(F)cc2s1	9%	-4%	-3%	8	-32%	7%	-4%	-1%	3%	-2%
COc1ccccc1N(CC(=O)N/N=C/c1ccc(C(=O)O)cc1)S(=O)(=O)c1ccc(C)cc1	-2%	-3%	6%	7	-5%	2%	?	0%	5%	·
CCn1c2ccccc2c2cc(NC(=O)c3cccc(OC)c3)ccc21	10%	-1%	-5%	-16	-1%	-6%	-2%	?	2%	?
CC1=NN(c2ccccc2)C(=O)/C1=C/c1cccs1	3%	-1%	0%	8	-13%	-6%	5%	-3%	-1%[46.1 µM]	2%
C[C@H]1C=C(C(=O)N2CCOCC2)O[C@@H](OCc2ccc(CO)cc2)C1	-7%	2%	-1%	29	20%	1%	15%	-7%	3%	-15%
Cc1cccc(NC(=O)C23CCC(C)(C(=O)O2)C3(C)C)c1 (centres undefined)	5%	-2%	-6%	4	0%	-3%	-1%	-1%	-2%	-4%
COc1ccc2cc(C(=O)N(C)CC(=O)Nc3ccccc3Br)ccc2c1	·	-4%	·	3	-7%	-5%	-9%	15%	-2%	·
N#C/C(C(=O)N1CCOCC1)=C1/SC(Cc2ccccc2Cl)C(=O)N1c1ccccc1 (centres undefined)	-1%	-1%	-14%[11.5 µM]	-6	18%	0%	-3%	-26%	-3%[46.1 µM]	-10%
COc1ccc(S(=O)(=O)n2nc(OC(=O)c3ccc(C)cc3)cc2N)cc1	163%[activator]	-3%	12%	-5	-20%	-9%	15%	-1%	4%	12%
Nn1c(SCC(=O)NCCC2=CCCCC2)nnc1C1CCCCC1	0%	0%	-4%	-1	1%	0%	8%	-4%	5%	-7%
Cc1c(C)c2ccc(OC(C)C(=O)N[C@@H](Cc3c[nH]c4ccccc34)C(=O)O)c(C)c2oc1=O (some centres undefined)	-21%	0%	-8%	3	0%	8%	0%	1%	-2%	-28%
Cc1ccc(OCCNC(=O)CN2C(=O)NC3(CCCC3)C2=O)cc1	·	-3%	·	2	-26%	3%	-2%	-6%	-2%	·
Cc1ccc(C(=O)CN(CCCC(N)=O)S(=O)(=O)c2ccc([N+](=O)[O-])cc2)cc1	·	-9%	·	-5	13%	-5%	4%	-1%	8%	·
COc1ccc(Cl)cc1N1CC(c2nc3ccccc3[nH]2)CC1=O (centres undefined)	-3%	-4%	-4%	9	0%	-1%	-4%	-3%	-2%[46.1 µM]	-10%
C=CCn1c(=N)n(CC(O)COc2ccc(OC)cc2)c2ccccc21 (centres undefined)	7%	0%	-3%	8	-15%	0%	-1%	3%	1%[46.1 µM]	0%
O=C(O)c1cccc(CN2C(=O)SC(Nc3cccc4ccccc34)C2=O)c1 (centres undefined)	7%	-2%	-17%	15	-14%	-3%	-2%	9%	-21%	?
Cc1c(C(=O)N2CCN(C/C=C/c3ccccc3)CC2)oc2c(F)cccc12	·	0%	·	64	-32%	3%	5%	6%	0%	·
CC(C)c1nnc(NC(=O)CCC(=O)NC2CCCCCCC2)s1	-9%	-3%	-6%	10	-17%	-1%	3%	0%	2%	-10%
CCOC(=O)c1ccc(S(=O)(=O)N2CCN(C3CC(=O)N(c4ccc(OC)cc4)C3=O)CC2)cc1 (centres undefined)	·	-1%	·	·	-14%	-4%	·	·	-4%	·
COC(=O)/C=C1\N/C(=N\c2nc(C)cc(C)n2)N(c2ccc(C)c(C)c2)C1=O	2%	-1%	6%	1	-32%	3%	-9%	-1%	-2%[46.1 µM]	3%
COc1cccc(-c2noc(-c3ccoc3C)n2)c1	7%	-2%	-10%	3	0%	-1%	-1%	0%	7%	3%
CCCCOC(=O)N/N=C/C=C/c1ccccc1	4%	0%	11%	-12	30%	-1%	0%	-1%	4%[46.1 µM]	13%
CC(=O)OCC(=O)C1(O)CCC2C3CCC4=CC(=O)CCC4(C)C3(F)C(O)CC21C (centres undefined)	·	-6%	·	·	9%	1%	·	·	4%	·
S=c1[nH]nc(-c2ccncc2)n1/N=C/c1cn(-c2ccccc2)nc1-c1ccc(Cl)cc1	2%	0%	-7%	-18	-31%	0%	20%	-2%	-1%	·
CCOc1ccc2nc(SCC(=O)NCc3ccc4c(c3)OCO4)[nH]c2c1	3%	-4%	-2%	-3	8%	0%	2%	-3%	-2%	-22%
CCCCn1c(N)c(N(CC(C)C)C(=O)Cn2c(=O)oc3ccccc32)c(=O)[nH]c1=O	·	-6%	·	0	-31%	9%	-6%	-3%	2%	·
CN(c1ccccc1)c1nc(N)c([N+](=O)[O-])c(N2CCCCC2)n1	0%	-1%	8%	-12	16%	-14%	-6%	7%	0%	·
Cc1ccc(SCCC(=O)N2CCCC2)cc1	-13%	-6%	-8%	3	23%	0%	·	4%	-4%	-19%
CN(CCOc1ccc(Cl)cc1)C(=O)C1CCN(C(=O)c2ccc(Cl)cc2)CC1	12%	-2%	2%	4	-7%	-1%	0%	-2%	2%	·
CCCc1nnc(NC(=O)CCC(=O)N2CCN(S(=O)(=O)c3ccc(C)cc3)CC2)s1	13%	0%	0%	1	8%	-1%	20%	3%	-3%	·
Cc1cc(C(=O)N/N=C2\CCCc3ccccc32)c(C)o1	-1%	-1%	9%	-9	1%	5%	-5%	5%	-7%	2%
O=S(=O)(c1ccccc1)c1nc(NC2CC2)sc1Cl	1%	-2%	·	3	-7%	-1%	2%	0%	-20%	-4%
COc1ccccc1N1CCN(C/C(O)=C(\C#N)c2nc(-c3ccccc3)cs2)CC1	10%	-10%	9%	-9	-10%	0%	-13%	5%	-2%	?
